Screening results from PubChem BioAssay.
CHRM1 agonist = human M1 muscarinic receptor agonists, primary screen, Fluo-8 calcium fluorescence, CHO-K1 cells, HTS. Muscarinic acetylcholine receptor M1 (Homo sapiens), P11229. CHO-K1 hM1, agonist mode; 0% DMSO, 100% acetylcholine EC100. activation, % at 3 µM. actives 0.33% (n = 360,000);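 active means activation above the run's mean compound activation plus 3 SD, cut at about 16% in these data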;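 further: peak over basal fluorescence ratio within a 140 s kinetic read after compound addition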
Target sequence (P11229 whole entry, looked up): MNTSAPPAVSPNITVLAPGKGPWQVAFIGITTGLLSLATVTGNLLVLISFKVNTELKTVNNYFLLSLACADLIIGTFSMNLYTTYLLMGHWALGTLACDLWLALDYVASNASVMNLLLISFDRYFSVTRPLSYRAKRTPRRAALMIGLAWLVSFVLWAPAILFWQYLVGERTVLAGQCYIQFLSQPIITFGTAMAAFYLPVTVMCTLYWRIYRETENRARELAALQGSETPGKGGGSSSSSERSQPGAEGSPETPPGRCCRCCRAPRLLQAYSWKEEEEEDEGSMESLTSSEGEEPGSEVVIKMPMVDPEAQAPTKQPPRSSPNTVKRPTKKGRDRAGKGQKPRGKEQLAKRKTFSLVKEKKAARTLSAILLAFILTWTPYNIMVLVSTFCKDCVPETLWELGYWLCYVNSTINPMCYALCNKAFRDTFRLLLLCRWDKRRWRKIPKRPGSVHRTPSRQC
TAAR1 ag = human TAAR1 agonists, primary screen, Fluo-8 calcium fluorescence, CHO RD-HGA16 cells. Trace amine-associated receptor 1 (Homo sapiens), Q96RJ0. vehicle wells 0%, saturating PEA agonist 100%. activation, % at 3 µM. actives 0.99% (n = 360,000). AID 624467, 2012;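 active means activation above the mean activation of all test compounds in the run plus 3 SD, cut at about 38% in these data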
Target sequence (Q96RJ0 whole entry, looked up): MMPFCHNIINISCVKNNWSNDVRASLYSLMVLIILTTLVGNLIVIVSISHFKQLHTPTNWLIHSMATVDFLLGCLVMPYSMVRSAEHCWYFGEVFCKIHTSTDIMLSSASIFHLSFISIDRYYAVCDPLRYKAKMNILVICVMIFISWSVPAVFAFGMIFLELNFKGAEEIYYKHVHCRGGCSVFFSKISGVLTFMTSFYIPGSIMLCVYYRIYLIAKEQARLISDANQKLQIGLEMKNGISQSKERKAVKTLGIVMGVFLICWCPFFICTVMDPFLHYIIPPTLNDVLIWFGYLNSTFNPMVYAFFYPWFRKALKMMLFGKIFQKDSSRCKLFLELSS
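Test system: RD-HGA16 (CHO) cells co-expressing Gα16 and hTAAR1 | Doses: Single dose, 3 µM | Schedule: 17-24 h seeding, 75 min 37 °C dye, 30 min RT | Evaluation: % activation from peak over basal fluorescence ratio, DMSO-to-PEA scaled | Technique: Kinetic Fluo-8 calcium fluorescence | Benchmarks: Low control DMSO, high control PEA (EC100)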
OXTR potentiate = human OXTR potentiators, primary screen, fluorescence, CHO-OTR cells, Fluo-8 calcium. Fluo-8 calcium fluorescence, potentiator mode; 0% = oxytocin EC15, 100% = EC100. Oxytocin receptor (Homo sapiens), P30559. actives 0.061% (n = 320,000). activation, % at 3 µM;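 active means activation above that plate's cutoff, the mean activation of tested compounds plus 3 SD, cut at about 6.6% in these data, passing the limit was not always enough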;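 further: 100% uses oxytocin at 75 nM as the full agonist control; some results filed as inactive read as strong as hits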
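System: human OTR in CHO cells / Also added: sub-maximal oxytocin, roughly EC15 / Control set: EC15 oxytocin low, 75 nM oxytocin high / Schedule: 6 min compound pre-incubation at room temperature, 100 s kinetic read / Compound: single-point 3.0 µM / Replication: singlicate / Technique: Fluo-8 calcium dye fluorescence / Read-out basis: % activation of max/min ratio relative to oxytocin controls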
CHO-K1 Ca ag = counter-screen for M1 agonists: effect in parental CHO-K1 cells. Fluo-8 calcium fluorescence; scaled to maximal ATP response, vehicle zero. activation, % at 3 µM. actives 0.48% (n = 360,000); in the data active means activation above about 15%;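 further: untransfected CHO-K1 host cells lacking M1 receptor as counterscreen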
M1 antag = human M1 muscarinic receptor antagonists, primary screen, CHO-K1 cells, Fluo-8 calcium fluorescence, 1536-well | CHO-K1 hM1, ACh EC80 antagonist | actives 1.3% (n = 360,000) | inhibition, % at 3 µM | Muscarinic acetylcholine receptor M1 (Homo sapiens), P11229;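 active means percent inhibition above its own plate's cutoff, namely the mean of that plate's compound wells plus 3 SD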;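 further: peak over basal fluorescence ratio during 140 s after agonist addition; 0% = ACh EC80 plus DMSO and 100% = DMSO alone without agonist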
TAAR1 antagonist = human TAAR1 antagonists, primary screen, Fluo-8 calcium fluorescence, CHO RD-HGA16 cells. antagonist. inhibition, % at 3 µM. actives 1.5% (n = 360,000);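 active means inhibition above a per-plate cutoff, the mean inhibition of test compounds on that plate plus 3 SD, cut at about 49% in these data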;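 further: 0% = DMSO plus EC80 beta-PEA response and 100% = DMSO alone without agonist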
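Test system: CHO RD-HGA16 cells bearing hTAAR1 | Reagent: β-PEA, EC80 | Compound dosing: 3 µM, single point | Schedule: Dye loading 75 min at 37 °C, then 30 min room temperature | Signal: Calcium fluorescence with Fluo-8 | Evaluation: Percent inhibition of PEA-evoked calcium signal, max/basal emission ratio | Control set: DMSO-only wells and EC80 β-PEA-stimulated wells | Repeats: Singlicate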
CHO-K1 Ca antag = nonselective inhibitor or artifact in parental CHO-K1 cells; AID 602250; ATP-induced calcium, Fluo-8 fluorescence; inhibition, % at 3 µM; actives 0.6% (n = 360,000);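 active means inhibition above a per-plate cutoff, the plate's mean sample inhibition plus 3 SD, cut at about 24% in these data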;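 further: 0% = DMSO plus EC80 ATP and 100% = DMSO alone without ATP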
CHO parental Ca = ATP-evoked calcium signal inhibitors, parental CHO, primary screen, counter-screen for OX1R antagonist project, cell-based, fluorescence, Fluo-8 calcium dye. parental CHO-K1, ATP-induced calcium, Fluo-8 fluorescence. inhibition, % at 5.6 µM. actives 0.63% (n = 330,000);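 active means inhibition above that plate's mean sample inhibition plus 3 SD, cut at about 26% in these data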;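 further: 0% = ATP-challenged DMSO wells and 100% = DMSO wells without ATP; some compounds past the cut are filed as inactive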
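Assay system: untransfected parental CHO cell line. Also added: ATP agonist challenge. Dosing: one dose, 5.6 µM nominal. Measured by: Fluo-8 fluorescence. Read-out: % inhibition. Benchmarks: ATP wells versus no-ATP DMSO wells. Repeats: no replicates.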
M1 PAM parental = nonselective calcium activators in parental CHO-K1 cells, primary screen, counter-screen for M1 PAM project, cell-based, Fluo-8 calcium fluorescence, full deck, 1536-well; activation, % at 3 µM; actives 0.02% (n = 360,000); ATP EC20; 0% at ATP EC20, 100% at ATP max;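 active means activation above the run cutoff, the mean activation of all test compounds plus 3 SD, cut at about 40% in these data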;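 further: peak over basal fluorescence ratio in a 140 s read after ATP addition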
Numbers without * were called inactive; / = no result given.

Compound,M1 PAM parental,M1 antag,CHO-K1 Ca antag,CHO-K1 Ca ag,CHO parental Ca,OXTR potentiate,TAAR1 antagonist,CHRM1 agonist,TAAR1 ag
COc1ccccc1CNC(=O)C1CCCN(S(=O)(=O)c2ccc3c(c2)CC(C)N3C(C)=O)C1 (stereo not given),1,-12,-9,3.8,-13,-2,-10,-4,1
Cc1cnc(C(=O)OCC(=O)N2CCN(C(=O)c3ccco3)CC2)cn1,-7,4,7,0.1,2,-4,-18,-4,13
COc1cccc(-c2ccc(NC(=O)C3CCCN(Cc4ccccn4)C3)cc2)c1 (stereo not given),8,12,1,2.6,/,/,8,-6,4
CCCOc1ccc(NC(=O)Cc2ccc(S(=O)(=O)N3CCOCC3)s2)cc1OCCC,-3,-5,0,1.4,-17,-1,11,-2,0
O=C(c1cccs1)n1cc(C(=S)N2CCOCC2)c2ccccc21,6,-5,5,0.0,-6,-3,-2,-7,2
C=CCOC(=O)/C(=C\c1ccccc1)NC(=O)c1ccco1,20,1,-4,0.0,-15,5,-17,-3,2
C=CCn1c(COc2cccc3cccnc23)nnc1SCC(=O)O,23,-14,-15,0.9,-8,4,1,-3,2
Cc1oc2cc3oc(=O)c(CCC(=O)NCCCN4CCOCC4)c(C)c3cc2c1C,9,-4,-2,2.8,-18,-5,4,-9,-1
CCn1c(SCC(=O)c2cc(OC)ccc2OC)nnc1-c1ccncc1,-4,5,5,0.4,-4,-5,-2,-7,6
COc1ccc(OC)c(NC(=O)C2COc3ccccc3O2)c1 (stereo not given),13,-31,-2,0.5,-31,-1,-6,-6,-1
NC(=O)c1ccc(C2SCC(=O)N2CCc2ccccc2)cc1 (stereo not given),15,-7,-11,0.4,-9,-3,-4,0,2
O=C(OCc1ccccc1)N1CCN(C(c2ccnc3ccccc23)c2nnnn2-c2ccc3c(c2)OCCO3)CC1 (stereo not given),2,/,-11,1.0,/,/,-25,/,1
O=C(/C=C/c1cccs1)NC(=S)Nc1ccc(S(=O)(=O)Nc2ccccc2C(F)(F)F)cc1,-19,6,14,2.2,2,-5,41,-2,5
O=C(c1cnn2c(C(F)(F)F)cc(-c3ccc4c(c3)OCO4)nc12)N1CCCC1,23,-19,-10,0.0,-2,-4,-7,-4,11
Cc1cccc(NC(=O)CS(=O)(=O)c2cn(CC(=O)N3CCOCC3)c3ccccc23)c1,16,-21,-16,0.8,-1,-3,15,-4,-1

Additional compounds.
Compound,M1 PAM parental,M1 antag,CHO-K1 Ca antag,CHO-K1 Ca ag,CHO parental Ca,OXTR potentiate,TAAR1 antagonist,CHRM1 agonist,TAAR1 ag
Cc1cccc(N=N/C(=C\O)C(=O)c2ccc(Br)cc2)c1,15,-8,1,-0.2,1,-24,-10,-1,-1
CCOC(=O)c1cc([N+](=O)[O-])cc([N+](=O)[O-])c1Sc1ncnc2nc[nH]c12,4,-9,2,-0.5,/,/,-28,-3,-3
CCOc1cccc(OCCCCn2ccnc2)c1,0,4,-2,0.3,-2,-15,-1,-4,8
COc1ccc(NCC(=O)N/N=C/C(C)c2ccccc2)cc1 (stereo not given),-14,17,-12,0.1,-31,-5,-12,-4,0
CCOC(=O)c1cc(-c2ccccc2)nn1CC1CC(c2ccc(Cl)cc2)=NO1 (stereo not given),6,17,-8,2.4,-10,-16,80*,-4,13
O=C(CSc1nnc2n1CCCN2)c1ccccc1,11,-16,-6,0.1,2,-3,-6,-2,6
O=S(=O)(NCc1ccc(Cl)cc1)c1ccc(Cl)nc1,-5,13,6,0.4,-7,-12,13,-3,0
CCc1ccc(N(CC(=O)NC2CCCCC2)C(=O)CCC(=O)Nc2ccccn2)cc1,-9,-17,-6,0.5,-10,-3,-24,0,2
O=C1C2C(C(=O)N1Cc1cccnc1)C1C=CC2C12CC2 (stereo not given),20,4,-16,0.6,-3,-7,5,-7,-1
CCCCN(C(=O)CSCC(=O)Nc1ccc(OC)cc1)c1c(N)n(CC(C)C)c(=O)[nH]c1=O,19,-6,-1,0.9,/,/,-17,-3,1
CCOc1cc(/C=N/N=C2/NC(=O)C(CC(=O)O)S2)ccc1OCc1ccc(Cl)cc1Cl (stereo not given),14,3,-6,2.1,-7,-15,/,-9,/
CCC(OC(=O)c1nsc(Cl)c1Cl)C(=O)NCCc1ccccc1 (stereo not given),18,-2,-24,0.1,-21,-1,5,-3,-3
COCCCNC(=S)NNC(=O)Cn1nc(C)c(Br)c1C,-5,0,8,0.2,-4,-8,1,-4,5
COc1ccc(NC(=S)NCC(c2cccnc2)N2CCOCC2)cc1 (stereo not given),-11,-1,16,-0.5,-9,2,11,-3,0
C[C@H](NC(=O)c1ccco1)C(=O)Nc1nc(-c2ccccn2)cs1,-15,23,5,-0.1,/,/,-3,-2,1

Some of these compounds in order of the CHRM1 agonist value, high to low.
SMILES	CHRM1 agonist
O=S(=O)(NCc1ccc(Cl)cc1)c1ccc(Cl)nc1	-3
COc1ccc(NCC(=O)N/N=C/C(C)c2ccccc2)cc1 (stereo not given)	-4
O=C1C2C(C(=O)N1Cc1cccnc1)C1C=CC2C12CC2 (stereo not given)	-7

More compounds follow.
Compound,M1 PAM parental,M1 antag,CHO-K1 Ca antag,CHO-K1 Ca ag,CHO parental Ca,OXTR potentiate,TAAR1 antagonist,CHRM1 agonist,TAAR1 ag
CC(C)OP(=O)(OC(C)C)C1(NS(=O)(=O)c2ccc(Cl)cc2)C=C(Cl)C(=O)C(Cl)=C1,5,-6,-7,4.5,-27,-12,-26,-1,-2
CCS(=O)(=O)N1CCN(C(=O)c2ccc3nc(C)c(N(C)C(=O)CCc4ccccc4)n3c2)CC1,2,-4,2,0.1,/,/,-4,-5,3
CCCCn1c(N)c(N(CCOC)C(=O)COC(=O)C(C)(C)Oc2ccc(Cl)cc2)c(=O)[nH]c1=O,7,-2,-3,0.5,-13,-17,8,-5,0
Cc1cc(Br)ccc1NC(=O)CN1C(=O)C2C3CC(c4ccccc4)C(C3)C2C1=O (stereo not given),3,21,2,2.4,31*,-12,45,-5,13
CC1OC23CCCCC2C(C#N)(C(=N)O3)C1(C#N)C#N (stereo not given),-6,20,10,0.8,13,-12,8,-5,14
Cc1ccc(NC(=O)c2ccc3c(c2)OCO3)cc1Cl,-13,11,7,0.6,-7,0,-3,-3,4
CCOc1ccc2c(c1)c(N=NC(N)=S)c(O)n2C,-13,15,-5,-0.2,-14,8,-16,-5,-3
Cc1c(C(=O)Nc2nnc(C3CC3)s2)oc2c(Cl)cccc12,18,1,13,0.1,-16,3,-25,-3,6
CCOC(=O)C1=C(O)C(=O)N(Cc2ccccc2)C1,4,4,-1,1.8,-7,-8,-14,-4,1
Cc1ccc(CCNC(=O)C2CCN(S(=O)(=O)c3cccc4cccnc34)CC2)cc1,4,1,0,10,-1,0,29,2,8
O=C(CN1C(=O)NC2(CCCC2)C1=O)Nc1ccccc1-c1ccccc1,-16,5,16,6.1,-19,-2,2,-2,1
COc1ccc(N2C(=O)CC(N3CCC(O)(c4ccc(Cl)cc4)CC3)C2=O)cc1 (stereo not given),1,2,4,11,-7,-10,-7,-1,7
O=C(Nc1ccc(S(=O)(=O)Nc2ncccn2)cc1)C1=NN(c2ccccc2)C(=O)CC1,-7,-13,8,-0.1,-2,-5,-12,2,0
CCCCCCn1c(N)c(C#N)c2ccc([N+](=O)[O-])cc2c1=O,8,-6,-14,-0.2,-7,0,0,-4,13
CC(C)Cn1c(N)c(C(=O)COC(=O)c2cc(C(F)(F)F)nc3c(C(F)(F)F)cccc23)c(=O)n(C)c1=O,/,/,/,/,-17,-3,-8,/,3

Next section
Compound,M1 PAM parental,M1 antag,CHO-K1 Ca antag,CHO-K1 Ca ag,CHO parental Ca,OXTR potentiate,TAAR1 antagonist,CHRM1 agonist,TAAR1 ag
COc1ccccc1N(C)S(=O)(=O)c1ccc(C(=O)OCC(N)=O)cc1,6,-2,-9,0.2,-9,1,20,-6,1
Cc1nn(Cc2ccccc2)c(C)c1NC(=O)c1cc(-c2ccco2)on1,-14,-5,4,1.8,-23,-5,16,-8,0
Cc1cc(C)cc(NC(=O)C(Nc2ccccc2)c2ccccc2)c1 (stereo not given),10,-5,3,0.3,-18,-3,10,-10,4
CCC1CCc2sc(C(=O)NCc3ccccn3)cc2C1 (stereo not given),-3,11,1,0.1,-28,-5,-5,-6,-2
COc1cccc(C(=O)C2CCCN(Cc3cccc(OCCO)c3)C2)c1 (stereo not given),4,2,-6,0.8,-17,-4,6,-11,4
O=C(CN1C(=O)c2ccccc2S1(=O)=O)c1ccc(Cl)cc1Cl,-5,-15,2,0.5,-16,-11,-38,4,-1
COc1cccc(OC)c1C(=O)Nc1ccccc1Sc1ccccc1,1,-19,0,1.1,-27,-13,18,5,17
